Source: PubChem (several laboratories)
FBA Mtb inh = Mtb FBA enzyme inhibitors, primary screen, biochemical, fluorescence, strain H37Rv. Fructose-bisphosphate aldolase (Mycobacterium tuberculosis (strain ATCC 25618 / H37Rv)), …. purified M. tuberculosis FBA, fluorescence read-out. inhibition, % at 1 µM. actives 2.3% (n = 360,000). AID 588726, 2011; in the data active = inhibition above about 27%;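 also: 0% = vehicle and 100% = reference inhibitor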
Target sequence (P9WQA3 whole entry, looked up): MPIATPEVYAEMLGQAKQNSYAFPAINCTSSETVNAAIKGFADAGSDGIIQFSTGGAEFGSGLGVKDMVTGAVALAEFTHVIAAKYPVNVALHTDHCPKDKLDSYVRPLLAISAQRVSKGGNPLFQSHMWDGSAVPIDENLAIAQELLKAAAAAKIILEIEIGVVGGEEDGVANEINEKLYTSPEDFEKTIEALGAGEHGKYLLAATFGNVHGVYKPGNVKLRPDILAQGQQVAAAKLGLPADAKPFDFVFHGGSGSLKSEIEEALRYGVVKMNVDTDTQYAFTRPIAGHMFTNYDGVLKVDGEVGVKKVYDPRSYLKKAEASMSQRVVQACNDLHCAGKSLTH
BioA inh = M. tuberculosis BioA enzyme inhibitors, primary screen, biochemical, plate reader, single point, HTS | 7,8-diaminopelargonic acid synthase BioA (Mycobacterium tuberculosis) | actives 0.096% (n = 360,000) | purified M. tuberculosis BioA enzyme | inhibition, % at 9.99 µM; in the data active = inhibition above about 40%; inconclusive = no clear call, values can overlap the other calls
BoNT-F LC inh = BoNT/F light chain protease inhibitors, primary screen, biochemical, flow cytometry, MLPCN library; Multiplex microsphere protease cleavage assay; inhibition, % at 10 µM; Botulinum neurotoxin type F light chain protease (Clostridium botulinum); AID 588497, 2011; actives 0.22% (n = 360,000); in the data active = inhibition above about 35%, passing the limit was not always enough; inconclusive = no clear call, values can overlap the other calls; also: plate controls were buffer without enzyme for full effect and enzyme alone for no effect
BoNT-A LC inh2 = BoNT/A light chain protease inhibitors, primary screen, biochemical, flow cytometry, MLPCN library. Botulinum neurotoxin type A light chain protease (Clostridium botulinum A str. ATCC 3502). multiplex microsphere protease substrate cleavage. inhibition, % at 10 µM. actives 0.17% (n = 360,000). AID 588499, 2011; in the data active = inhibition above about 30%; inconclusive = no clear call, values can overlap the other calls; also: plate controls were buffer without enzyme for full effect and enzyme alone for no effect
GDH-TPI inh = GDH-TPI coupling enzyme inhibitors, primary screen, artefact control for M. tuberculosis FBA inhibitor project, biochemical, absorbance, full deck; AID 588335, 2011; actives 1.2% (n = 360,000); GDH-TPI coupled enzyme counterscreen, NADH absorbance; inhibition, % at 4.8 µM;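 also: 0% = DMSO wells and 100% = wells lacking the enzyme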
PrPC TRFRET = inhibitors of human cell surface prion protein PrPC, primary screen, cell-based, TR-FRET; TR-FRET read-out; inhibition, % at 13.8 µM; actives 0.43% (n = 370,000); AID 720596, 2013; in the data active = inhibition above about 24%; also: 0% = median of the test wells and 100% = reference compound wells
CCHF vOTU inh = CCHFV vOTU protease inhibitors, primary screen, biochemical, Pep-AMC substrate, fluorescence. Crimean-Congo hemorrhagic fever virus L polyprotein viral ovarian tumor (vOTU) protease …. inhibition, % at 11.5 µM. actives 0.55% (n = 370,000). AID 651958, 2012; also: 0% = vehicle wells with enzyme and 100% = no enzyme wells
FadD28 FP inh = inhibitors of FadD28 bisubstrate probe binding, primary screen, biochemical, fluorescence polarization, single point; Mycobacterium tuberculosis FadD28 fatty-acid-AMP ligase; inhibition, % at 12.5 µM; actives 0.22% (n = 360,000); AID 588549, 2011; in the data active = inhibition above about 8.5%, passing the limit was not always enough; inconclusive = no clear call, values can overlap the other calls
UGM FP inh = M. tuberculosis UGM enzyme inhibitors, primary screen, biochemical, fluorescence polarization, single point; UDP-galactopyranose mutase (Mycobacterium tuberculosis (strain ATCC 25618 / H37Rv)), …; purified UGM, fluorescence polarization probe displacement; actives 0.06% (n = 320,000); inhibition, % at 10 µM; in the data active = inhibition above about 10%, passing the limit was not always enough; inconclusive = no clear call, values can overlap the other calls
Target sequence (P9WIQ1 whole entry, looked up): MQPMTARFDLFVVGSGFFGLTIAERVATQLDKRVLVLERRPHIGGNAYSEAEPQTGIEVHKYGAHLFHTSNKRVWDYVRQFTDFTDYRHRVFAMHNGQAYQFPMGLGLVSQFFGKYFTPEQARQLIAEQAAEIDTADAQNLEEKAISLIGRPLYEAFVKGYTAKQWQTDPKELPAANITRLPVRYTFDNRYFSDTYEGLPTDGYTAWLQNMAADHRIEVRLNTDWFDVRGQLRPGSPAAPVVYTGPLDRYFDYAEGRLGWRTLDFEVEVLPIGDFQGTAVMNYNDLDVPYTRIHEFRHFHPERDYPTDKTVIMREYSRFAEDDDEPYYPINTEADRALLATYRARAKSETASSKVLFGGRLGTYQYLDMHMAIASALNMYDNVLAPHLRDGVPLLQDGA
Starred values were filed as active, the others as inactive; ? = inconclusive; · = not tested or not shown. Rule as the data show it, unless noted: active = inhibition above about 30%; inactive = the rest. The order is random; any-hit rate near 4.8%.

SMILES	FBA Mtb inh	BioA inh	BoNT-F LC inh	BoNT-A LC inh2	GDH-TPI inh	PrPC TRFRET	CCHF vOTU inh	FadD28 FP inh	UGM FP inh
O=C(C[n+]1cccc2ccccc21)c1ccc(NC(=O)c2ccccc2)cc1	1	·	7	4.6	7	-19	4	-1.7	-0.8
O=C1CC(c2cccc(Cl)c2)C(n2cncn2)C(=O)C1C1NCCc2ccccc21 (configuration not stated)	0	-1.7	5	0.1	7	6	-1	-3.0	2.6
CN1C(=O)N2CN(C3CCCCC3)CN3C(=O)N(C)C1C23 (configuration not stated)	5	-0.3	0	-0.6	-4	8	-13	-0.3	-1.6
COc1ccc2c(c1)CC(N1CCN(C)CC1)c1cc(OC)ccc1S2 (configuration not stated)	1	·	0	-0.8	1	-16	-8	-4.2	-1.4
Cc1cc(C)c(NC(=O)COc2cccnc2[N+](=O)[O-])c(C)c1	1	-1.5	-12	-1.1	5	-17	-3	-7.0	0.8
COc1ccc(-n2c(=O)[nH]cc(C(=O)N3CCCc4ccccc43)c2=O)cc1	-2	·	-4	0.4	-9	-3	13	-0.9	-0.1
CC(=O)NC(Cc1ccc(F)c(F)c1)C(=O)NC1CCN(C(=O)c2ccc(Cl)cc2)CC1 (configuration not stated)	0	-2.0	-17	-0.1	2	-5	8	-2.1	2.8
Nc1cc(-c2ccc(Br)cc2)nn1S(=O)(=O)c1cccc2nsnc12	-4	0.5	-7	-1.0	17	-9	-1	0.9	2.8
CCOC(=O)c1cnc2ccccc2c1NCc1ccco1	1	1.4	?	-5.3	21	-2	5	-3.8	4.6
N/C(=N\OC(=O)/C=C/c1ccccc1)c1ccncc1	1	3.8	-2	-0.2	2	7	0	-1.5	0.9
Cc1cc(Cl)c2oc(C(=O)N3CCN(c4ccncc4)CC3)c(C)c2c1	1	7.6	-5	-1.0	3	-4	-5	-9.4	0.4
COc1cc(OC)cc(-c2cn[nH]c2N)c1	3	·	6	-1.3	1	1	5	-2.4	1.6
Cc1ccc(-c2nc3cc(NC(=O)C(C)C)ccc3o2)cc1	181*	-1.8	-1	0.8	-2	1	-13	-2.9	0.6
CCc1nnc(SCc2ccc([N+](=O)[O-])cc2)nc1CC	0	2.5	-4	-0.3	3	-14	4	-3.3	1.9
CC(=O)Nc1ccc2c(c1)nc(CN1CCCC1)n2C	6	-1.1	5	3.2	3	-7	0	-1.6	0.1
CCn1cc(CN2CCc3c([nH]c4ccccc34)C2c2cccc(OC)c2)c(C)n1 (configuration not stated)	3	·	4	-0.1	4	-8	-14	0.0	-0.6
Fc1ccc(Cn2c(-c3cscn3)nc3ccccc32)c(Cl)c1	2	-1.1	-1	-1.4	10	-12	3	0.8	1.8
Cc1cc(C(=O)CCl)c(C)n1CC1COc2ccccc2O1 (configuration not stated)	2	-0.4	-11	-0.4	-2	-6	-1	-3.2	-2.0
COc1ccccc1NC(=O)CSCc1cc(=O)n2c(C)csc2n1	3	-2.0	10	1.3	19	4	19	0.0	-0.5
CCOc1ccc(NC(=O)Cn2nnc(C(=O)NCc3cccs3)c2N)cc1	0	1.5	-1	-0.1	8	-2	7	-0.6	0.3
COc1ccc(S(=O)(=O)N(C)CC(=O)NC2CC2)cc1OC	0	0.5	-9	-3.5	-9	-4	-19	-3.0	-1.0
CCN(CC)CCCn1c(=S)[nH]c2ncccc2c1=O	9	-1.9	4	2.6	13	-9	-5	-0.7	0.2
Cc1ccccc1OCc1nc2ccccc2c(=O)n1NC(=O)c1ccco1	3	-3.0	-5	-0.7	5	9	6	-1.6	1.2
CC(=O)c1cc(C)ccc1OC(=O)c1ccncc1	0	-1.7	?	1.3	15	4	-4	-2.3	-3.1
CCn1c(=O)c2sccc2n2c(CCCC(=O)NCCc3ccc(S(N)(=O)=O)cc3)nnc12	-3	-1.6	3	0.6	-4	-3	3	0.9	-1.1
CC1CCN(c2ccc(NC(=O)c3ccc([N+](=O)[O-])o3)cc2)CC1	5	-3.5	-14	-2.8	6	7	7	1.0	·
COc1ccc(N(CC(=O)NC2CCCCC2)C(=O)c2snc(C(N)=O)c2N)cc1	0	-1.7	-3	-1.0	9	5	-10	·	2.5
CC(C)N(Cc1ccccc1)C(=O)COC(=O)c1ccccc1SCC(=O)N1CCCC1	1	·	3	3.5	-1	3	4	-3.6	-4.6
CC1([N+](=O)[O-])COC(c2cccc3ccccc23)OC1 (configuration not stated)	-3	-2.1	1	-0.3	0	-8	4	-7.8	·
CC(=O)Nc1ccc(NC=C(C#N)C#N)cc1	0	-3.3	-6	-0.5	28	-1	13	0.0	-0.1

Record cards (already shown).
`COc1ccc(N(CC(=O)NC2CCCCC2)C(=O)c2snc(C(N)=O)c2N)cc1` is listed as FBA Mtb inh: 0; BioA inh: -1.7; BoNT-F LC inh: -3; BoNT-A LC inh2: -1.0; GDH-TPI inh: 9; PrPC TRFRET: 5; CCHF vOTU inh: -10; FadD28 FP inh: ·; UGM FP inh: 2.5
`CC1CCN(c2ccc(NC(=O)c3ccc([N+](=O)[O-])o3)cc2)CC1` is listed as FBA Mtb inh: 5; BioA inh: -3.5; BoNT-F LC inh: -14; BoNT-A LC inh2: -2.8; GDH-TPI inh: 6; PrPC TRFRET: 7; CCHF vOTU inh: 7; FadD28 FP inh: 1.0; UGM FP inh: ·

(continued)
SMILES	FBA Mtb inh	BioA inh	BoNT-F LC inh	BoNT-A LC inh2	GDH-TPI inh	PrPC TRFRET	CCHF vOTU inh	FadD28 FP inh	UGM FP inh
Cc1ccc(N2C(=O)C(Cl)=C(N3CCCCCC3)C2=O)cc1	-3	-0.2	?	-0.5	8	-2	1	-0.2	1.9
COc1ccc(Cl)cc1S(=O)(=O)n1nnc2ccccc21	-5	-1.5	13	6.3	9	-4	-1	-0.7	3.8
CCN(CC)CCCN(C(=O)c1ccccc1C)c1nc(-c2ccc(OC)cc2)cs1	0	0.1	?	4.7	-3	-3	1	-2.2	0.6
CC(C)N(Cc1nc(-c2ccccc2)no1)C(=O)CN(C)S(=O)(=O)c1ccc(Br)cc1	0	·	-13	-0.6	10	-4	2	-0.5	-5.9
O=C(Cn1ccnc1[N+](=O)[O-])N(CCO)CCO	-1	-0.7	-2	-0.3	2	-4	4	-3.4	·
Cc1cccc(-c2nn(-c3ccccc3)cc2C(=O)NCC(c2cccs2)N2CCOCC2)c1 (configuration not stated)	0	-1.9	1	-1.9	1	2	-1	-3.9	0.7
Cc1c(C)c(C)c(C(=O)c2ccc(NC(=O)c3ccccc3C(=O)O)cc2)c(C)c1C	2	0.3	-9	-1.0	21	8	19	3.6	0.7
Cc1ccccc1NC(=O)Cc1nc(CSc2nnc(C3CCCCC3)n2N)cs1	5	-0.9	0	1.4	-3	4	-5	-1.3	-1.4
Clc1ccc(-c2nnc3n2CCCC3)cc1	1	4.0	-1	-0.1	11	-2	-1	0.0	0.0
COc1ccc(/C(=N\O)c2nccc3cc(OC)c(OC)cc23)cc1OC	1	-0.6	1	-0.2	-3	1	-2	-3.3	-0.1
CC(NC(=O)CNC(=S)N(Cc1ccccc1)Cc1cccnc1)c1ccccc1 (configuration not stated)	3	1.5	-2	0.9	4	-3	-6	-2.9	1.5
COC(C[C@@H]1O[C@H]1C(=O)COCc1ccccc1)OC	2	0.0	3	0.4	6	-3	-2	0.6	-1.8
CCNC(=O)C1CCN(S(=O)(=O)c2ccc(F)cc2)CC1	1	-2.1	-6	-0.4	-7	-6	-15	-2.9	-1.3
COc1ccc(C(=O)NCc2cc(C)nc3ccccc23)cc1	-2	·	-1	-0.5	0	9	1	0.5	0.1
Cn1c(CCNC(=O)c2ccccc2)nc2ccccc21	2	0.4	-2	1.6	6	-3	-9	1.7	-0.1
O=C(CN1CCCCC1)N1CCN(c2ccccc2)CC1	0	-1.5	-16	-0.4	14	-1	9	0.4	0.0
CC(=O)C1=C(C)NC2=C(C(=O)CC(C)(C)C2)C1C (configuration not stated)	1	·	2	-1.1	0	0	4	-1.0	-0.1
COc1ccc(-c2nonc2NC(=O)c2ccco2)cc1OC	1	-0.8	4	0.6	1	-3	9	-0.4	1.8
COc1ccc(NC(=S)Nc2ccccc2OC)c(OC)c1	-2	·	-22	0.1	-5	5	-6	-2.0	1.5
CC(C)N(Cc1nccn1C)C(=O)c1ccc2oc(Cc3ccccc3)nc2c1	3	-4.5	0	0.5	10	3	3	-0.4	·
O=C(CCNC(=O)C1CCN(S(=O)(=O)c2ccccc2)CC1)Nc1cccc(C(F)(F)F)c1	1	0.6	-1	-2.4	-2	-3	17	-3.6	0.3
CCCN(C)C1CN(Cc2cn(Cc3ccc(OC)cc3)nn2)S(=O)(=O)C1 (configuration not stated)	·	·	-2	0.3	·	3	-6	·	·
CCOc1ccccc1NC(=O)NNC(=O)c1ccc2ccccc2c1	-2	-1.4	4	0.1	5	1	8	-1.2	0.9
Cc1cc(C)nc(N/N=C/c2ccco2)n1	-2	-2.0	-1	0.6	31*	0	-3	-0.8	0.6
CC(C)(C)c1ccc(Oc2ccc(N)cn2)cc1	2	0.6	·	·	2	3	-7	0.3	-3.1
CC1C(=O)NN=C1c1ccc([N+](=O)[O-])cc1 (configuration not stated)	4	·	-4	-0.5	23	-39	7	0.0	·
COc1ccc(C(=O)NC(=S)N2CCN(C)CC2)cc1Br	4	·	1	0.1	-3	0	8	-2.6	0.1
COC(=O)C1=C(C)NC2=C(C(=O)CC(C)(C)C2)C1c1cn(Cc2ccc(Br)cc2)nc1-c1ccccc1 (configuration not stated)	19	0.1	-2	0.1	20	·	·	-6.6	0.8
CC(=O)c1cn(CC(=O)NCc2ccco2)c2ccccc12	-2	-0.7	-5	0.2	5	8	-4	-3.4	1.8
CCN(CC)S(=O)(=O)c1ccc2c(c1)nc(-c1ccccn1)n2C	-5	-1.3	-37	-3.0	-1	8	-7	0.6	-0.3
Cc1cccc(N=Cc2ccccc2O)c1C	-1	0.0	-1	-0.4	5	-7	-2	0.0	·

Quoted from above, seven compounds:
SMILES	FBA Mtb inh	BioA inh	BoNT-F LC inh	BoNT-A LC inh2	GDH-TPI inh	PrPC TRFRET	CCHF vOTU inh	FadD28 FP inh	UGM FP inh
CCCN(C)C1CN(Cc2cn(Cc3ccc(OC)cc3)nn2)S(=O)(=O)C1 (configuration not stated)	·	·	-2	0.3	·	3	-6	·	·
CCOc1ccccc1NC(=O)NNC(=O)c1ccc2ccccc2c1	-2	-1.4	4	0.1	5	1	8	-1.2	0.9
Cc1cc(C)nc(N/N=C/c2ccco2)n1	-2	-2.0	-1	0.6	31*	0	-3	-0.8	0.6
CC(C)(C)c1ccc(Oc2ccc(N)cn2)cc1	2	0.6	·	·	2	3	-7	0.3	-3.1
CC1C(=O)NN=C1c1ccc([N+](=O)[O-])cc1 (configuration not stated)	4	·	-4	-0.5	23	-39	7	0.0	·
COc1ccc(C(=O)NC(=S)N2CCN(C)CC2)cc1Br	4	·	1	0.1	-3	0	8	-2.6	0.1
COC(=O)C1=C(C)NC2=C(C(=O)CC(C)(C)C2)C1c1cn(Cc2ccc(Br)cc2)nc1-c1ccccc1 (configuration not stated)	19	0.1	-2	0.1	20	·	·	-6.6	0.8
